# Compound activity as filed in PubChem.
# USP2a block: qHTS Assay for Inhibitors of Ubiquitin-specific Protease USP2a Using CHOP2 as the Reporter | Potency, µM (highest dose often 38.3 µM), for the others: at the top dose activity change, negative = inhibition, hits mostly inhibitors | 330,000 tested, 0.01% active | USP2 core, Ub-CHOP2 coupled fluorogenic reporter, 485/531;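 further: potency means the concentration at half of the fitted maximal effect; plate controls were DMSO wells for no effect and full inhibition by NEM control for full effect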
#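 Cell-free coupled assay: 10nM USP2 core preincubated 30min RT with compound in Tris-HCl pH 8.0/CaCl2/CHAPS buffer, then 25nM Ub-CHOP2 and 25nM reporter substrate; fluorescence (Ex 485/Em 531) read after 60min RT, normalized to NEM inhibition, concentration-response curves fitted.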
# TSHR antagonist: Antagonists of the Thyroid Stimulating Hormone Receptor: HTS campaign | activity change, negative = inhibition, % at 11.5 µM | TSHR-expressing cells, TSH-stimulated cAMP HTRF, 2 h; stronger effect = lower value | Thyrotropin receptor (Homo sapiens), P16473 | 330,000 tested, 0.2% active;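 active means activity change below a set negative limit, meaning inhibition stronger than a set level, cut at about -70% in these data; inconclusive means activity change between two set negative limits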; further: on the % scale 0 is the no-effect control and ±100 the full control effect
#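 Read-out is FRET at 665 nm (cryptate excitation 337 nm) from a cryptate-tagged anti-cAMP antibody, competed by cell cAMP against cAMP-d2. Compounds are tested on freshly harvested TSHR cells challenged with 4nM TSH (EC80) for 2 hours at 37 deg C.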
# TRPV1 ag: HTS Assay for Compounds that Act as Agonists of the Vanilloid Receptor 1. TRPV1-expressing cells, Fluo-8 calcium influx, agonist mode. activation, % at 8.33 µM. 320,000 tested, 0.19% active. Transient receptor potential cation channel subfamily V member 1 (Homo sapiens), Q8NER1; in the data active means activation above about 80%; inconclusive means between about 30% and that limit; further: 0% is about no effect
#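 Fluo-8 calcium influx in TRPV1-expressing cells, kinetic read (ex 480/em 520 nm). Compound added and read 3 min for agonist activity, followed by capsaicin at EC20 final and 2 min further read for enhancement.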
# ELG1 repair inh: qHTS screen for small molecules that inhibit ELG1-dependent DNA repair in human embryonic kidney (HEK293T) cells expressing luciferase-tagged ELG1; HEK293T ELG1-luciferase reporter, luminescence, 16 h; DNA damage induced by 5-fluorouridine; Potency, µM (titrated, usually from 46.1 µM), inactives show top-dose activity change, negative = inhibition, most hits filed as inhibitors; 330,000 tested, 2.3% active; further: potency means the concentration at half of the fitted maximal effect; on the % scale 0 is the no-effect control and ±100 the full control effect; nearly all actives have a fitted effect of over 55% in size
#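 Luminescence from the luciferase reporter, measured 30 min after ONE-Glo reagent at room temperature, was the read-out. Beforehand, 2,000 cells per well were exposed for 16 hr at 37 °C to 5-fluorouridine together with compound or vehicle.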
# A-T KAP1 phos: qHTS Assay for Identifying a Potential Treatment of Ataxia-Telangiectasia; 320,000 tested, 0.19% active; Potency, µM (highest dose often 57.5 µM), for inactives: top-dose activation, hits mostly activators; […] A-T fibroblasts, KAP-1 phosphorylation AlphaLISA; neocarzinostatin DNA damage 30 min before lysis; AID 485349, 2010; further: potency means the concentration at half of the fitted maximal effect; % of control where 0% means no effect; nearly all actives have a fitted effect of over 45% in size
#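 ATM-like activity read as KAP-1 phosphorylation via AlphaLISA donor/acceptor antibody pairs after lysis and 6 hr at 25C. Cells were ATM-null patient fibroblasts ([…], hTERT), dosed 60 min, then exposed to the DSB inducer NCS for 30 min.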
# KCNH2 WT inh: qHTS for Inhibitors of KCHN2 3.1: Wildtype qHTS. Voltage-gated inwardly rectifying potassium channel KCNH2 (Homo sapiens), Q12809. U2OS, BacMam KCNH2, thallium flux FluxOr; stronger effect = lower value. activity change, % at 1.84 µM. 340,000 tested, 0.37% active. AID 720551, 2013;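 active means maximum activity change below -70%; inconclusive means maximum activity change between -70% and -50%; inactive means maximum activity change above -50%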; further: on the % scale 0 is the no-effect control and ±100 the full control effect
# Target sequence (Q12809 whole entry, looked up): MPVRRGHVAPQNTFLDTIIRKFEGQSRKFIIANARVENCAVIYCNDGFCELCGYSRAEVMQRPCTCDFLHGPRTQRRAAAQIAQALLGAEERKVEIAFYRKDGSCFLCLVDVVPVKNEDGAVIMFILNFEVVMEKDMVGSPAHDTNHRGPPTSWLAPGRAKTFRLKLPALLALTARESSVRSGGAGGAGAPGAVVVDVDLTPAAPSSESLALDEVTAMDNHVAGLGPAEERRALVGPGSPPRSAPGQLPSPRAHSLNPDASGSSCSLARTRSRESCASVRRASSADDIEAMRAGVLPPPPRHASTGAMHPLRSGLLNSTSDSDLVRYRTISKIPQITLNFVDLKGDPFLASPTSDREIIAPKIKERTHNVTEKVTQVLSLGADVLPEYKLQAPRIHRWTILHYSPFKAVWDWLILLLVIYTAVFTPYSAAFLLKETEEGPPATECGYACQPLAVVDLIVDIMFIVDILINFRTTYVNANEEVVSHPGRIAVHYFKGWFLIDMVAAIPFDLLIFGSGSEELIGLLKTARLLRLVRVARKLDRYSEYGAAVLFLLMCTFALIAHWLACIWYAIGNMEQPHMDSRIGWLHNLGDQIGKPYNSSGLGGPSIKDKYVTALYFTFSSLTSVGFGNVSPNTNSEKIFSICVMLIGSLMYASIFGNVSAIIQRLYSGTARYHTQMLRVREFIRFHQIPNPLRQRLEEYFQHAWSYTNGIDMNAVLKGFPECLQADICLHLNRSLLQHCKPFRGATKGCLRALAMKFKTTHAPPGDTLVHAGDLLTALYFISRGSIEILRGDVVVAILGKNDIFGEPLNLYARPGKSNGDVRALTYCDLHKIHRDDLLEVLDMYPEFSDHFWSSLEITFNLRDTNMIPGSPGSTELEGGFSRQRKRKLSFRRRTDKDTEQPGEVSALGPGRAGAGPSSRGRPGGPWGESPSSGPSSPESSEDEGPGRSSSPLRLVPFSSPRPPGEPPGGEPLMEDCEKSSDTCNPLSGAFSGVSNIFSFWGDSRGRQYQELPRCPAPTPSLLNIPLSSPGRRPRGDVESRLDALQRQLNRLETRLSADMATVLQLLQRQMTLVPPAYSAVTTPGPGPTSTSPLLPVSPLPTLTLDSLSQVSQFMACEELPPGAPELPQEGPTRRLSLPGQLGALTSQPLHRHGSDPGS
#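 U2OS cells transduced with wild-type KCNH2 virus are loaded with FluxOr dye for 45 min, and thallium flux is measured in kinetic reads before and after stimulation buffer. Rate constants are normalized to DMSO controls.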
# Mito fusion yeast: qHTS Assay for Small Molecule Inhibitors of Mitochondrial Division or Activators of Mitochondrial Fusion; S. cerevisiae fusion-defective mutant growth rescue, CellTiterGlo 48 h; Potency, µM (top dose mostly 46.1 µM), inactives show at the top dose growth rescue (activation), actives largely listed as activators; 320,000 tested, 0.23% active; AID 485298, 2010;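 further: potency means the concentration at half of the fitted maximal effect; % of control where 0% means no effect; nearly all actives have a fitted effect of over 45% in size; temperature-sensitive fusion mutants such as fzo1-1 at 37 °C on non-fermentable ethanol glycerol medium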
#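 Temperature-sensitive fusion-defective S. cerevisiae (e.g. fzo1-1, mgm1-5) were grown with compound in YPEG medium (3% ethanol, 3% glycerol) for 48 hours at 37C. Growth rescue was measured as viability by CellTiterGlo luminescence after 10 minutes at ambient.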
# KCNH2 3.1 inh: qHTS for Inhibitors of KCHN2 3.1: Mutant qHTS; U2OS KCNH2 3.1, thallium flux FluxOr; stronger effect = lower value; 340,000 tested, 0.95% active; Potassium voltage-gated channel subfamily H member 2, brain isoform KCNH2 3.1 (human); activity change, % (tested at about 1.8 µM); AID 720553, 2013;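 active means maximum activity change below -70%; inconclusive means maximum activity change from -70% to -50%; inactive means maximum activity change above -50%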;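 further: thallium influx rate constant from kinetic fluorescence after stimulation buffer; on the % scale 0 is the no-effect control and ±100 the full control effect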
#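 FluxOr-based Tl+ influx in U2OS cells transduced with KCNH2 3.1 virus; rate constants normalized to DMSO controls.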
# Eya2 inh: qHTS Assay for Inhibitors of the Phosphatase Activity of Eya2; Protein phosphatase EYA2 (Homo sapiens), O00167; recombinant Eya2, OMFP fluorescence dephosphorylation (OMFP is methylfluorescein phosphate); Potency, µM (highest dose often 76.9 µM), inactives show at the highest dose activity, negative = inhibition, hits mostly inhibitors; 330,000 tested, 0.006% active; further: potency means the concentration at half of the fitted maximal effect; on the % scale 0 is the no-effect control and ±100 the full control effect
#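 Eya2 (0.2 uM) preincubated 10 min at ambient with compound, then OMFP substrate added at 50 uM; 10 min reaction in 50 mM HEPES pH 7.5, 50 mM NaCl, 5 uM MgCl2, 0.05% BSA, 1 mM DTT. Fluorescence read at Ex 485/Em 525 nm.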
# TCR activator: Activators of T cell receptors: qHTS campaign; primary human leukocytes, anti-CD3, IL-2 HTRF, 48 h; Potency, µM (doses to about 9.22 µM), for the others: at the top dose activation of IL-2 secretion, most hits filed as activators; 330,000 tested, under 10 active; further: % of control where 0% means no effect
#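 Compounds are tested in HTS on primary human leukocytes co-incubated with a-CD3 beads for 48 hr. IL-2 output is measured by time-resolved FRET.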
# * = called active by the depositor; u = inconclusive; x = not tested or not shown; [ ] = dose if it differs, or a comment. Unless noted, the call rests on the fitted dose curve; in most records, active means well fitted curve in the direction sought with a large enough effect; inconclusive means small, poorly fitted or top-dose-only effect, or another doubt; inactive means no such curve, though single readings can be large; an effect the other way counts as inactive or inconclusive. These rows are one share of the data; count on the stated rates, not on these rows.
# The line under a structure holds: USP2a block, TSHR antagonist, TRPV1 ag, ELG1 repair inh, A-T KAP1 phos, KCNH2 WT inh, Mito fusion yeast, KCNH2 3.1 inh, Eya2 inh, TCR activator
CCCC(=O)Nc1ccc(NC(=O)c2cc3ccccc3o2)c(OC)c1
    0%, 39, -2, 0%, -10%, -2, 0%, -3, 0%, 2%
CCOc1ccc(NC(=O)CN(C)C(=O)Cc2c(C)nc3ccccc3c2C)cc1OCC
    2%, -6, 1, u, 12%, -6, -2%, x, 3%, 6%
CC1(C)CN(c2ccsc2C(=O)O)C1=O
    3%, 30, -1, 3%, 8%, 3, 0%, 26, -2%, 7%
CCOc1ccc(NC(=O)CN(C)CC(=O)NC(C)c2ccccc2)cc1OCC (centres undefined)
    0%, -2, -1, -5%, 0%, -1, 5%, -12, -3%, 3%
CN(Cc1ccccc1)c1oc(COc2ccccc2F)nc1C#N
    -7%, -4, 1, -1%, 0%, 0, 7%, 4, -37%, 2%
Cc1nc(SCC(=O)Nn2c(-c3ccccc3)nc3ccccc3c2=O)n[nH]1
    0%, -4, -2, 3%, -1%, 1, 3%, x, -29%, -6%
CCOc1ccc(-c2noc(CCCC(=O)NC3CCCC3)n2)cc1OC
    2%, -15, -2, -1%, 0%, -12, -4%, 5, 16%, 1%
O=c1[nH]ncn1-c1ccccc1
    0%, -13, -1, 5%, -1%, 15, 0%, -13, 9%, 5%
O=C(NCCCO)/C(=C\c1ccco1)NC(=O)c1ccc(Br)o1
    5%, 10, 4, -20%, 0%, 6, 0%, -6, 0%, -2%[46.1 µM]
CC(=O)c1ccc(N2CCN(S(=O)(=O)c3cn(C)c(C)n3)CC2)cc1
    -2%, 0, 0, 23%, 2%, -4, 0%, x, 6%, -1%
O=C(NC1CC2CCC(C1)N2C(=O)NCc1ccccc1)C1CC1 (centres undefined)
    2%, -5, 1, -3%, 3%, -6, -3%, 0, 10%, x
CC(=O)c1ccc(N2CCN(S(=O)(=O)c3ccc4c(c3)NC(=O)CC(=O)N4)CC2)cc1
    3%, 1, 0, u, -3%, -3, 2%, 1, -6%, -4%
COc1ccc(N2CCn3c2nc2c3c(=O)n(CCCc3ccccc3)c(=O)n2C)cc1
    -1%, 2, 4, 10%, -5%, x, 2%, x, -3%, x
Cc1cc2cc(CN(Cc3cccs3)C(=S)NCC3CCCO3)c(=O)[nH]c2cc1C (centres undefined)
    3%, -7, 22, u, -2%, -1, 28%, 2, 3%, -2%
Cc1noc(/C=C/N(C)C)c1S(=O)(=O)N1CCCC(C(=O)NCc2ccc(Cl)cc2)C1 (centres undefined)
    0%, -14, -2, -21%, 25%, -19, 0%, -11, 6%, x
Cc1c(Cl)cccc1N1C(=O)C2ON(c3ccccc3)C(c3cccnc3)C2C1=O (centres undefined)
    5%, -9, 4, 2%, 14%, -21, -3%, -45, 14%[15.4 µM], 2%
FC(F)(F)c1cccc(Cn2c3[n+](c4ccc(C(F)(F)F)cc42)CCCCC3)c1
    2%, 2, 10, u, 3%, 15, -14%, -10, 4%, -3%
CCCC(=O)Nc1cccc(NC(=O)CN2CCN(c3ccccc3OC)CC2)c1
    2%, 10, 1, u, 2%, -6, -3%, 2, -7%, -5%
CCOc1cc(C2C3=C(CC(C)(C)CC3=O)Nc3n[nH]c(C)c32)ccc1O (centres undefined)
    6%, 48, 0, -5%, 5%, -3, -4%, -11, 10%, -3%
CC(=O)c1c(N)n(C)c(=O)n(C)c1=O
    1%, -6, 3, 1%, 1%, -4, -4%, 2, -2%, -6%

# Overlap with the part before: 4 compounds; new compounds follow.
# The line under a structure holds: USP2a block, TSHR antagonist, TRPV1 ag, ELG1 repair inh, A-T KAP1 phos, KCNH2 WT inh, Mito fusion yeast, KCNH2 3.1 inh, Eya2 inh, TCR activator
FC(F)(F)c1cccc(Cn2c3[n+](c4ccc(C(F)(F)F)cc42)CCCCC3)c1
    2%, 2, 10, u, 3%, 15, -14%, -10, 4%, -3%
CCCC(=O)Nc1cccc(NC(=O)CN2CCN(c3ccccc3OC)CC2)c1
    2%, 10, 1, u, 2%, -6, -3%, 2, -7%, -5%
CCOc1cc(C2C3=C(CC(C)(C)CC3=O)Nc3n[nH]c(C)c32)ccc1O (centres undefined)
    6%, 48, 0, -5%, 5%, -3, -4%, -11, 10%, -3%
CC(=O)c1c(N)n(C)c(=O)n(C)c1=O
    1%, -6, 3, 1%, 1%, -4, -4%, 2, -2%, -6%
O=c1c(Cc2c(F)cccc2Cl)c(O)ccn1Cc1ccc2c(c1)OCO2
    2%, 6, 1, 11%, -3%, -8, 0%, 1, -4%, -13%
O=C(COC(=O)c1ccncc1)NCc1ccccc1
    -1%, 12, -1, 7%, 9%, -3, 1%, -1, -2%, -1%
CCCC(=O)Nc1ccccc1-c1nnc(SC)[nH]c1=O
    -2%, -5, x, 8%, 22%, 5, -3%, 0, 21%, 4%
COc1ccccc1C(=O)NCCC(=O)N1CC(=O)Nc2ccccc21
    -1%, 15, -7, 2%, 5%, 2, -2%, -6, 0%, -6%
Cc1c2cnn(-c3ccccc3)c(=O)c2c(C)n1CCCC(=O)NCCN1CCN(C)CC1
    0%, 10, 6, 6%, 32%, -3, -3%, 15, 1%, -2%
O=C(CNCc1ccco1)Nc1ccccc1-n1cccc1
    0%, 2, -1, -2%, 1%, -11, -1%, -10, -2%, 1%[46.1 µM]
Cc1cccc(-c2cc3nc(C)cc(C)n3n2)c1
    12%, -12, 4, u, 2%, -6, 10%, -19, 9%, 3%
Cc1cc(C(=O)NCCN2CCOCC2)ccc1[N+](=O)[O-]
    2%, 6, 1, -4%, -2%, -2, 1%, 17, 9%, 12%
CC1CCCCN1S(=O)(=O)c1cn(C)c(=O)n(C)c1=O (centres undefined)
    -5%, 7, 4, 8%, -1%, -11, -1%, 1, -7%, -10%
COc1ccccc1C(=O)OCC(=O)Nc1ccccc1OC(F)F
    14%, 12, 4, 0%, -1%, -5, 19%, -11, 1%, 3%
Nc1cccc(C(=O)O)c1
    3%, -7, -4, 8%, -6%, -2, -3%, 1, 5%, -6%
COCCCn1c(SCC(=O)NC2CCCCC2)nnc1-c1ccco1
    3%, -10, 0, 9%, 2%, -11, -2%, -2, -15%, -5%
CCc1cc(-c2n[nH]c(C)c2-c2nc3ccccc3s2)c(O)cc1OCC(=O)NN
    -1%, 20, 3, -16%, u, 8, 2%, -13, 5%, -1%
O=C(O)c1cc(-c2cccs2)nn1-c1ccc(F)cc1
    -1%, -8, -1, 0%, 2%, -9, -3%, 1, 6%, x
CC(=O)c1ccc(N2CCc3ccccc3C2)c([N+](=O)[O-])c1
    1%, -10, 13, u, -7%, -5, 12%, 21, -2%, 0%
CC(C)(C)C(=O)NCC12C=CC(O1)C1C(=O)N(c3ccccc3)C(=O)C12 (centres undefined)
    2%, 2, -3, 9%, 29%, -5, 0%, -7, -17%, -2%[46.1 µM]
COc1ccc(NC(=O)C(NC(=O)CC2NC(=O)NC2=O)c2ccccc2)cc1 (centres undefined)
    -1%, -6, -2, u, 0%, 1, -7%, 2, 2%, 6%[46.1 µM]
COc1ccc(S(=O)(=O)Nc2ccccc2C(=O)NN2CCOCC2)cc1OC
    5%, x, x, 18%, 16%, 8, x, 22, -6%, -5%
CC(=O)NCc1nc2ccccc2n1Cc1ccccc1C
    -1%, -2, 13, 1%, 5%, 12, 1%, 1, 13%, -3%
COc1ccc(C(=O)Nc2ccccc2C(=O)NC(C)C)cc1OC
    11%, 5, 2, 18µM*, -5%, -5, 5%, -2, 9%, 0%
